# Compound activity from PubChem BioAssay.
# MmCpn inh: M. maripaludis TRiC chaperonin inhibition; hit rate 0.031% among 330,000; Potency, µM (top dose mostly 76.9 µM), inactives show at the top dose activity, negative = inhibition, hits mostly inhibitors; purified Mm-Cpn ATPase, ADP Transcreener TR-FRET; further: potency means the concentration at half of the fitted maximal effect; on the % scale 0 is the no-effect control and ±100 the full control effect; nearly all actives have a fitted effect of over 80% in size
#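 Eu-cryptate anti-ADP/ADP-d2 competition gives a ratio inversely related to ADP. Enzyme at 25 nM was pre-exposed to compound for 10 min, then given 10 uM ATP for 30 min, 37°C throughout.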
# TGFb inhibitor: blocks TGF-b signaling | hit rate 1.2% among 410,000 | HepG2 CAGA-GFP TGF-b/SMAD3 reporter, GFP fluorescence, 18 h; TGF-beta stimulated, 500 pg/mL final | AID 588855 | Potency, µM (titrated, usually from 46.1 µM), inactives show top-dose activity, negative = inhibition, actives largely listed as inhibitors; further: potency means the concentration at half of the fitted maximal effect; on the % scale 0 is the no-effect control and ±100 the full control effect; nearly all actives have a fitted effect of over 65% in size
#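 Inhibition of TGF-beta-driven CAGA-GFP reporter expression in HEPG2 cells is measured by cellular GFP fluorescence after 18 h stimulation with 500 pg/mL recombinant TGF-beta in 1% FBS medium at 37 degrees C.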
# Nrf2 ARE act: activators of Nrf2 (ARE) signaling; AREc32 ARE-luciferase reporter (MCF7-derived line), luminescence, 24 h; Potency, µM (titrated, usually from 46.1 µM), for inactives: at the top dose activation, most hits filed as activators; hit rate 0.31% among 410,000; further: potency means the concentration at half of the fitted maximal effect; % of control where 0% means no effect; nearly all actives have a fitted effect of over 65% in size
#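 Cells of the AREc32 ARE-luciferase line are plated in OPTI-MEM containing 5% FBS and left overnight at 37 deg C. Compounds are pinned in, incubation continues 24 hr, and firefly luciferase signal is then measured.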
# A549 tox: counter-screen for Nrf2 inhibitors: cytotoxicity in A549 cells. Potency, µM (series often up to 46 µM), for inactives: at the highest dose activity change, negative = cytotoxicity, most hits filed as inhibitors. hit rate 0.16% among 390,000. A549 ARE-Fluc cells, CellTiter-Fluor viability, 18-24 h. AID 504648; further: potency means the concentration at half of the fitted maximal effect; on the % scale 0 is the no-effect control and ±100 the full control effect
#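 A549 ARE_Fluc cells in 5% FBS OPTI-MEM were exposed to compounds in concentration-response for 18-24 h at 37 deg C. Viability was read by CellTiter-Fluor fluorescence (Ex 405/Em 525) after 30 min, before the luciferase read.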
# Nrf2 block: inhibitors of Nrf2 signaling. Potency, µM (highest dose often 46 µM), without a hit: at the highest dose activity change, negative = inhibition, most hits filed as inhibitors. hit rate 2.1% among 360,000. A549 ARE-Fluc reporter, luciferase luminescence, 18-24 h. AID 504444; further: potency means the concentration at half of the fitted maximal effect; on the % scale 0 is the no-effect control and ±100 the full control effect; nearly all actives have a fitted effect of over 60% in size
#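 In this cell-based qHTS, ARE-driven firefly luciferase in A549 cells reports Nrf2 activity; the luminescent signal after BugLite lysis is the measured value, with a prior CellTiter-Fluor read for cell health.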
# EPAC2 antagonist: blocks human EPAC2 exchange factor; Q8WZA2; EPAC2 GEF exchange of Rap1B-BODIPY-GDP, fluorescence; Potency, µM (titrated, usually from 114 µM), inactives show at the highest dose activity, negative = inhibition, actives largely listed as inhibitors; hit rate 0.18% among 360,000; further: potency means the concentration at half of the fitted maximal effect; on the % scale 0 is the no-effect control and ±100 the full control effect; nearly all actives have a fitted effect of over 45% in size; many of its hits are not listed in these tables
# Target sequence (Q8WZA2 whole entry, looked up): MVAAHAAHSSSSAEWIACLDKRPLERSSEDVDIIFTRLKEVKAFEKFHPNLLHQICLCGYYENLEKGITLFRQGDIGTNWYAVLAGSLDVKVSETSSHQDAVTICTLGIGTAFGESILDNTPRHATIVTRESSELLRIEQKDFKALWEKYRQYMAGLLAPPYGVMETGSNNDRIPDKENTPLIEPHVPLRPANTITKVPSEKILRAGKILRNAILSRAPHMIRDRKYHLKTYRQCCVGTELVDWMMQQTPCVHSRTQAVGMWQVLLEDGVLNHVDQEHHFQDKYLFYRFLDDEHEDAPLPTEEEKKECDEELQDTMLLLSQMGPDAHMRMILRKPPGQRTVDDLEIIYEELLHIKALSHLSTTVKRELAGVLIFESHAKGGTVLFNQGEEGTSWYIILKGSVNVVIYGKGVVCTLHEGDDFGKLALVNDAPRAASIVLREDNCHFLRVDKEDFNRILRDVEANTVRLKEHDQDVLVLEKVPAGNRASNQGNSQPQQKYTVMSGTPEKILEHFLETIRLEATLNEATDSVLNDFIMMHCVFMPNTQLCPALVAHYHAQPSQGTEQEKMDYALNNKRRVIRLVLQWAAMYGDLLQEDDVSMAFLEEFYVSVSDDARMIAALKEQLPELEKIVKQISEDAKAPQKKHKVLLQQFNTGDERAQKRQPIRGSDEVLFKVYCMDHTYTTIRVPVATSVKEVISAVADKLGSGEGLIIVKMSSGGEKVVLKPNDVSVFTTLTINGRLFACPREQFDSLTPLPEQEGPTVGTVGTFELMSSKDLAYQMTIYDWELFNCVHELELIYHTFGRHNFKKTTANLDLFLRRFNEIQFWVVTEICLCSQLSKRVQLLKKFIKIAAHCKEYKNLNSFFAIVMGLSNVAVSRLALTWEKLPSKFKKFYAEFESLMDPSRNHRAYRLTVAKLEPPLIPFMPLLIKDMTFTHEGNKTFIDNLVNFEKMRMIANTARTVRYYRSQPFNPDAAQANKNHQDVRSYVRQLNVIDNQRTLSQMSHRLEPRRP
# Akt phos inh: inhibitors of Akt phosphorylation | Neuro2A IGF-stimulated pAkt S473 HTRF, 20 min; hits give low values | hit rate 0.32% among 360,000 | activity change, % for hits at 50 µM; in the data active means activity change below about -80%; inconclusive means mostly about -51% to -80%; further: on the % scale 0 is the no-effect control and ±100 the full control effect
#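 Neuro2A cells (4,500/well, DMEM with 0.5% FBS) were treated with compound at a single 50 µM final concentration, stimulated with 6 nM IGF for 20 min at 37 °C, and lysed. Phospho-Akt Ser473 was read by HTRF as 665/615 ratio ×10^4.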
# CCT modulator: cytosolic chaperonin activity modulation; purified chaperonin ATPase assay, HTRF ADP detection, 30 min; activity change, % (concentration not given with the values), hits read low; hit rate 0.3% among 360,000; in the data active means activity change below about -30%; further: on the % scale 0 is the no-effect control and ±100 the full control effect
#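 We incubate TRiC, 40 or 20 nM final, with library compounds at 76 uM and 10 uM ATP for 30 min at 37 °C. ADP formed is detected with Transcreener HTRF reagents after 30 min at room temperature.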
# EPAC2 ag: agonists of human EPAC2 (RAPGEF4); Q8WZA2; EPAC2 activation, biochemical qHTS; response scale: 100% = 6.5 mM cAMP response; Potency, µM (titrated, usually from 154 µM), inactives show top-dose activation, hits mostly activators; hit rate 0.079% among 360,000; further: potency means the concentration at half of the fitted maximal effect; nearly all actives have a fitted effect of over 50% in size
#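 Guanine nucleotide exchange by EPAC2 is measured as reduced fluorescence of BODIPY-GDP once it is released from 250 nM Rap1B. Plates are read kinetically for 30 min at room temperature; results are scaled to 6.5 mM cAMP.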
# Starred values were filed as active, the others as inactive; i = inactive; ? = inconclusive; nt = no result given; & = joins results of further samples; [ ] = another dose, or the depositor's remark. Unless noted, the call rests on the fitted dose curve; in most records, active means well fitted curve in the direction sought with a large enough effect; inconclusive means small, poorly fitted or top-dose-only effect, or another doubt; inactive means no such curve, though single readings can be large; an effect the other way counts as inactive or inconclusive. Not all compounds are listed; rates above refer to the full screens.
(1) COCCN(CCOC)S(=O)(=O)c1ccc(C(=O)NCCCN2CCOCC2)cc1
(2) O=C(CSc1nc(-c2cccs2)nc2cc(=O)[nH]n12)Nc1cccc(C(F)(F)F)c1
(3) CCCN1C(=O)CC(c2ccc(OC)c(OC)c2)C1=O (configuration not stated)
(4) CC(C)(C)C(=O)C[n+]1ccccc1
(5) c1ccc(-c2nccnc2-c2ccccc2)cc1
(6) COc1ccc(N(C(C)=O)c2nc(C)cc(C)c2C#N)c(OC)c1
Assay by compound | 1 | 2 | 3 | 4 | 5 | 6
MmCpn inh | 2% | nt | nt | -2% | 1% | 7%
TGFb inhibitor | 0% | -4% | 4% | ? | 8% | -2%
Nrf2 ARE act | 0.4% | ? | -0.1% | -0.6% | -0.6% | -0.2%
A549 tox | -7% | 3% | nt | 0% | 9% | 2%
Nrf2 block | 6% | ? | nt | 3% | 25% | -3%
EPAC2 antagonist | 9% | nt | 0% | 5% | -24% | 3%
Akt phos inh | i | nt | i | i | i | i
CCT modulator | -1.3 | nt | 1.3 | -1.3 | -1.8 | -1.8
EPAC2 ag | 5% | nt | 6% | 1% | 3% | 3%

(7) COC(=O)c1cc(NS(=O)(=O)c2ccc(N3CCOCC3)c([N+](=O)[O-])c2)cc(C(=O)OC)c1
(8) CC(=O)Nc1cccc(NC=C(C#N)C#N)c1
(9) Cc1noc2ncnc(NCCc3ccccc3)c12
(10) CC(C)(C)c1ccc(S(=O)(=O)NC(=O)C2(C)CCN2C(=O)Cc2cccs2)cc1 (configuration not stated)
(11) O=C(C[C@@H]1C/C=C/CC[C@H](Cc2ccc(F)cc2)C(=O)OCCNC1=O)N[C@H](CO)Cc1ccccc1
(12) CC(=O)c1ccc(OCC(O)CN2C(C)(C)CC(O)CC2(C)C)cc1 (configuration not stated)
Assay by compound | 7 | 8 | 9 | 10 | 11 | 12
MmCpn inh | -2% | -1% | nt | nt | 1% | 2%
TGFb inhibitor | 0% | -4% | ? | -2% | 7% | 5%
Nrf2 ARE act | 0.0% | 0.3% | 1.3% | -0.2%[9.22 µM] | 4.8% | -0.2%
A549 tox | -4% | -6% | -7% | nt | 1% | 3%
Nrf2 block | -10% | 8% | ? | nt | ? | 0%
EPAC2 antagonist | -13% | 6% | nt | 6% | -8% | 4%
Akt phos inh | i | i | nt | i | i | i
CCT modulator | -4.1 | -3.6 | nt | 1.2 | 1.4 | -1.1
EPAC2 ag | 7% | 3% | nt | 2% | 7% | 16%

(13) CCN(C(=O)CSc1nc2ccccc2n1C)C1CCS(=O)(=O)C1 (configuration not stated)
(14) CCOC(=O)/C(Sc1nc(-c2ccccc2)cc(-c2ccccc2)c1C#N)=C(\C)O
(15) CCc1cccc(NC(=O)Cn2cc(C=O)c3ccccc32)c1
(16) O=C(CSCc1ccc(C(=O)O)cc1)Nc1ccccc1
(17) CCOc1ccc(C(=O)NC(=S)Nc2ccccc2N2CCC(C)CC2)cc1[N+](=O)[O-]
(18) COc1ccccc1N(CC(=O)NC(C)(C)C)C(=O)CCC(=O)Nc1ccccn1
Assay by compound | 13 | 14 | 15 | 16 | 17 | 18
MmCpn inh | 1% | -22% | 2% | -1% | 0% | -1%
TGFb inhibitor | 8% | 17% | ? | 0% | 25% | 1%
Nrf2 ARE act | -0.2% | 4.2% | 0.3% | -0.5% | 0.2% | -0.7%
A549 tox | 11% | 3% | -3% | -8% | 6% | 10%
Nrf2 block | 7% | 8% | -1% | -1% | 18% | 13%
EPAC2 antagonist | 0% | 8% | -1% | 6% | 7% | 7%
Akt phos inh | i | i | i | i | i | i
CCT modulator | 0.9 | 1.9 | 1.0 | -1.5 | -1.7 | 1.5
EPAC2 ag | 4% | 9% | 2% | 3% | 10% | 13%

(19) CCC1CCCCN1CCCNC(=O)Cn1cnc2sc(C)c(S(=O)(=O)N3CCC(C)CC3)c2c1=O (configuration not stated)
(20) CCCCC1CCCOC(C(=O)NCCNCCO)(C(F)(F)F)C1 (configuration not stated)
(21) COc1ccc(/C=N\NC(=O)c2ccccc2[N+](=O)[O-])cc1COc1c(F)c(F)c(F)c(F)c1F
(22) c1cnc2c(-c3ccc4nccn4c3)cccc2c1
(23) Cc1cc(C)cc(NC(=O)CCn2c(=O)c3cccn3c3ccccc32)c1
(24) O=C(CSc1ccccn1)N/N=C/C=C/c1ccccc1
Assay by compound | 19 | 20 | 21 | 22 | 23 | 24
MmCpn inh | -4% | nt | 0% | nt | 1% | 3%
TGFb inhibitor | -22% | ? | 8.9µM* | -1% | -29% | -8%
Nrf2 ARE act | 0.2% | 0.1% | 4.3% | -0.5% | 3.2% | 4.1%
A549 tox | 2% | -4%&-3% | 5% | nt | -14% | 20%
Nrf2 block | 2% | 6%&7% | ? | nt | 16µM* | 7%
EPAC2 antagonist | 7% | 1% | -16% | -12% | 10% | 11%
Akt phos inh | i | i | i | i | nt | i
CCT modulator | -0.1 | -0.4 | 0.5 | -0.2 | 0.3 | -1.6
EPAC2 ag | 3% | 2% | 5% | 8% | 5% | 10%

(25) CCOC(=O)c1nnn(-c2nonc2N)c1CNc1ccc(C)c(Br)c1
(26) Cc1ccc2c(CC(=O)Nc3c(C)n(C)n(-c4ccccc4)c3=O)coc2c1
(27) CCCCn1c(N)c(N(Cc2ccccc2OC)C(=O)COc2cc(C)ccc2Cl)c(=O)[nH]c1=O
(28) C#CCOCCOCCOCCNc1nc(N2CCN(C(=O)CCCCCCCCCCNC(=O)[C@H](CCCCN)n3cc(CCCC(=O)O)nn3)CC2)nc(N2CCN(C(=O)CCCCCCCCCCNC(=O)[C@H](CCCCN)n3cc(CCCC(=O)O)nn3)CC2)n1
(29) CCc1ccc(NC(=O)C(=O)N/N=C(\C)CC(=O)Nc2ccccn2)cc1
(30) Cc1ccc2cccc(SCC(=O)NCC#N)c2n1
Assay by compound | 25 | 26 | 27 | 28 | 29 | 30
MmCpn inh | 1% | 1% | 1% | 1% | 2% | -2%
TGFb inhibitor | -15% | 6% | 5% | -11% | -6% | -26%
Nrf2 ARE act | 4.1% | -0.5% | 0.1% | 2.3% | 4.1% | 2.3%
A549 tox | -1% | 10% | -7% | -2% | -3% | 2%
Nrf2 block | -11% | 11% | -7% | 10% | 16% | 1%
EPAC2 antagonist | 3% | -3% | -3% | 4% | 1% | -7%
Akt phos inh | i | i | i | i | i | i
CCT modulator | 2.9 | -10 | -3.2 | -0.4 | -2.2 | 1.2
EPAC2 ag | 10% | 6% | -1% | 1% | -8% | 6%

(31) CN(C(=S)NC(=O)C12CC3CC(CC(C3)C1)C2)c1ccc(O)cc1
(32) COc1cccc(/C=C/c2nc(C#N)c(NCC(C)C)o2)c1
(33) COC(CNC(=O)c1ccc2c(c1)ncn2-c1cccc(C)c1)OC
(34) CCc1ccc2oc(C(=O)Nc3cc(Cl)ccc3OC)cc(=O)c2c1
(35) COc1ccc(CCNC(=O)CSC2=NS(=O)(=O)c3cc(F)ccc3N2)cc1OC
(36) CCCNC(=O)c1c(CSc2ccc(Cl)cc2)noc1C(=O)NCc1ccccc1
Assay by compound | 31 | 32 | 33 | 34 | 35 | 36
MmCpn inh | -1% | -5% | 3% | nt | nt | nt
TGFb inhibitor | ? | -28% | 7% | 2% | -3% | -2%
Nrf2 ARE act | 22% | 6.6% | 4.6% | 0.5% | -0.6% | -0.5%
A549 tox | -3% | 0% | -2% | -1% | nt | -4%
Nrf2 block | -7% | -89% | -17% | 11% | nt | ?
EPAC2 antagonist | -5% | -8% | 13% | nt | 11% | 7%
Akt phos inh | i | i | i | nt | i | i
CCT modulator | -4.3 | -0.4 | -2.8 | nt | -2.2 | -0.6
EPAC2 ag | 6% | 2% | 3% | nt | 9% | 11%

# 4 entries drawn at random from the list so far:
(32) COc1cccc(/C=C/c2nc(C#N)c(NCC(C)C)o2)c1
(31) CN(C(=S)NC(=O)C12CC3CC(CC(C3)C1)C2)c1ccc(O)cc1
(35) COc1ccc(CCNC(=O)CSC2=NS(=O)(=O)c3cc(F)ccc3N2)cc1OC
(33) COC(CNC(=O)c1ccc2c(c1)ncn2-c1cccc(C)c1)OC
Assay by compound | 32 | 31 | 35 | 33
MmCpn inh | -5% | -1% | nt | 3%
TGFb inhibitor | -28% | ? | -3% | 7%
Nrf2 ARE act | 6.6% | 22% | -0.6% | 4.6%
A549 tox | 0% | -3% | nt | -2%
Nrf2 block | -89% | -7% | nt | -17%
EPAC2 antagonist | -8% | -5% | 11% | 13%
Akt phos inh | i | i | i | i
CCT modulator | -0.4 | -4.3 | -2.2 | -2.8
EPAC2 ag | 2% | 6% | 9% | 3%

# Individual results from the entries so far.
# CCT modulator result of no. 35 : -2.2
# CCT modulator result of no. 33 : -2.8
# TGFb inhibitor result of no. 32 : -28%
# Nrf2 ARE act result of no. 36 : -0.5%

# Other structures follow:
(37) O=C(NC(=S)NC1CCSC1=O)c1ccccc1 (configuration not stated)
(38) COc1cccc(OC)c1OCCCCN1CCCCC1
(39) O=C1COc2ccc(S(=O)(=O)N3CCN(c4ccccc4)CC3)cc2N1
(40) Cc1c2cnn(CC(=O)NCc3ccc(F)cc3)c(=O)c2c(C)n1Cc1ccccc1Cl
Assay by compound | 37 | 38 | 39 | 40
MmCpn inh | 3% | 1% | 2% | nt
TGFb inhibitor | 30% | -1% | -15% | ?
Nrf2 ARE act | -0.6% | -0.4% | -0.4% | -0.8%
A549 tox | 6% | -6% | 2% | -10%
Nrf2 block | 21% | -5% | -10% | -12%
EPAC2 antagonist | 3% | 5% | 13% | nt
Akt phos inh | i | i | i | nt
CCT modulator | -0.5 | -1.2 | -2.6 | nt
EPAC2 ag | 3% | 9% | -1% | nt
